Assay outcomes from PubChem.
CAL PDZ FP-1: untagged CAL PDZ binding inhibitors, primary screen, biochemical, fluorescence polarization, HTS. Golgi-associated PDZ and coiled-coil motif-containing protein (Homo sapiens), Q9HD26. AID 602252, 2012. hit rate 0.92% among 300,000. purified CAL PDZ, TMR-peptide fluorescence polarization, 1 h. inhibition, % at 24.9 µM;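 active means mean inhibition of at least 30% with at least half of replicates also reaching 30%; inconclusive means no clear call, values can overlap the other calls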;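 further: 0% = DMSO neutral control and 100% = excess unlabeled competitor peptide PRC23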
MITF TRPM1 HTS: activators of MITF-driven TRPM1 promoter reporter, primary screen, cell-based, SK-MEL-5, luciferase, single point; activation, % at 12.5 µM; SK-MEL-5 TRPM1-promoter luciferase, 24 h; % of positive control, neutral wells = 0; hit rate 0.75% among 300,000;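 active means mean activation of at least 80% with every replicate also reaching 80%; inconclusive means mean reaches 80% but some replicate falls short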;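 further: 0% = neutral control wells and 100% = parthenolide positive control wells; values of inactives mirror those of a sister screen read the other way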
Rtt109 Vps75: inhibitors of C. albicans Rtt109/Vps75 HAT, primary screen, biochemical, ThioGlo CoA-SH fluorescence, plate reader; Histone acetyltransferase RTT109 (Candida albicans (strain SC5314 / ATCC MYA-2876)), …; purified Rtt109/Vps75, 4 h; inhibition, % at 34.9 µM; hit rate 0.16% among 330,000;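 active means inhibition of at least 50% in every replicate; inconclusive means best replicate reaches 50% inhibition but some replicates fall short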
SR-BI HDL uptake: inhibitors of SR-BI mediated HDL lipid uptake, primary screen, ldlA[mSR-BI] cells, fluorescence, single point. AID 488896, 2010. inhibition, % at 12.5 µM. hit rate 0.96% among 320,000. Scavenger receptor class B member 1 (Mus musculus), Q61009. ldlA[mSR-BI] CHO cells, DiI-HDL uptake fluorescence, 3 h;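 active means mean replicate inhibition of at least 70% and a set share of replicates each scoring 70 or more; inconclusive means meets just one of the two criteria; inactive means fails both criteria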;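 further: 0% = median of neutral control wells and 100% = median of positive control wells; values of inactives mirror those of a sister screen read the other way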
Target sequence (Q61009 whole entry, looked up): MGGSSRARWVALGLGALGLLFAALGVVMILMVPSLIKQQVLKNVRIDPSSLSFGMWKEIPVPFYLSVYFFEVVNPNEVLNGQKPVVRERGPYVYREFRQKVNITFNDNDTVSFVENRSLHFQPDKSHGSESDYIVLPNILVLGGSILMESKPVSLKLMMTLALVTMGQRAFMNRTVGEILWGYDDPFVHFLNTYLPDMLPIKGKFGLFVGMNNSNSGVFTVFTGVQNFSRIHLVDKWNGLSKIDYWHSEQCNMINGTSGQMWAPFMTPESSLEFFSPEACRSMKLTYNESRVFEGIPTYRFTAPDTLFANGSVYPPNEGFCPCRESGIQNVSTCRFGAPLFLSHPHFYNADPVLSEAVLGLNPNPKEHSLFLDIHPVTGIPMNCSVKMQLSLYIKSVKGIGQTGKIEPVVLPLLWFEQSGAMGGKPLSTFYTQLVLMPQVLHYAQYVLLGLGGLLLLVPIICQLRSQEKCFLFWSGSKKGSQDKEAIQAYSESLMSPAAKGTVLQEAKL
SR-BI uptake up: activators of SR-BI mediated DiI-HDL uptake, primary screen, ldlA[mSR-BI] CHO cells, DiI fluorescence | hit rate 0.096% among 320,000 | 3 h; 100 = double the neutral-control signal | AID 504775, 2011 | activation, % at 12.5 µM;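 active means mean replicate activation of at least 60% and every replicate at or above 60%; inconclusive means mean or all-replicate condition met, but not both; inactive means mean below 60% and not all replicates reaching 60%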;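 further: 0% = median plate neutral-control signal and 100% = twice that signal; values of inactives mirror those of a sister screen read the other way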
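Test system: SR-BI-overexpressing, LDLR-lacking CHO cells. Measured by: DiI fluorescence, bottom read. Medium: Ham's F12 with 0.5% BSA, HEPES 25 mM, pH 7.4. Timing: 3 h uptake period with compound, 37 °C.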
PfHsp90 yeast 2: growth inhibition of PfHsp90-expressing yeast, primary screen, antimalarial PfHsp90 inhibitor project, S. cerevisiae, BacTiter-Glo luminescence, single point, set 2; hit rate 0.32% among 310,000; BacTiter-Glo ATP, 48 h; yeast lacking PDR1 and PDR3 efflux regulators; inhibition, % at 9.4 µM;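 active means every replicate shows inhibition above about 80%, whatever the replicate mean, limit read from the data; inconclusive means mean inhibition reaches the set limit but some replicate falls short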;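 further: 0% = DMSO neutral controls and 100% = 20 µM radicicol positive controls; yeast relying on Plasmodium falciparum Hsp90 in place of its own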
dFosB act: activators of delta FosB homodimer, primary screen, biochemical, fluorescence polarization, TAMRA-CDK5 oligo, single point. Protein FosB (Mus musculus), P13346. hit rate 0.99% among 340,000. purified delta FosB; percent of positive-control signal above neutral wells. activation, % at 25 µM;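 active means mean activation above about 17%, with every replicate also reaching it, limit read from the data, passing the limit was not always enough; inconclusive means only one of the two conditions met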;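 further: fluorescence polarization rise as delta FosB binds a TAMRA Cdk5 AP-1 oligo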
Target sequence (P13346 whole entry, looked up): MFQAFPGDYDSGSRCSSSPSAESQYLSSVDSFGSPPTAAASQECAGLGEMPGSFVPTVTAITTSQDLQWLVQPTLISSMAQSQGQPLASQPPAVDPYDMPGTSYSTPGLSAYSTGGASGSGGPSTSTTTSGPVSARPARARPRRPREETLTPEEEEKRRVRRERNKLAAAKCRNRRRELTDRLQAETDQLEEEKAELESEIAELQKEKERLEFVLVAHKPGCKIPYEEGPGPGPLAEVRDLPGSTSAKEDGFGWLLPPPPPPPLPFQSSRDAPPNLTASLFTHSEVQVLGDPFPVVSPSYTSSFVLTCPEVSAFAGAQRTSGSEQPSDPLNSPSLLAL
NSD2 HMT inh: NSD2 histone methyltransferase inhibitors, primary screen, biochemical, AlphaScreen, single concentration, set 2 | Histone-lysine N-methyltransferase NSD2 (Homo sapiens), O96028 | NSD2 peptide methylation, 120 min | inhibition, % at 12.5 µM | hit rate 0.54% among 310,000 | AID 743445, 2014; in the data active means inhibition above about 50%
CAL PDZ FP-2: CAL PDZ peptide-binding inhibitors, primary screen, biochemical, fluorescence polarization, Cer-tagged CAL PDZ, HTS. purified CAL PDZ, TMR-peptide fluorescence polarization, 1 h. Golgi-associated PDZ and coiled-coil motif-containing protein (Homo sapiens), Q9HD26. inhibition, % at 20 µM. hit rate 0.02% among 330,000. AID 504414, 2011;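 active means highest replicate inhibition of at least 40%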;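 further: plate controls were DMSO neutral control wells for no effect and unlabeled competitor peptide control wells for full effect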
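Material – purified CerCALP PDZ construct · Detection – FP readout, S and P plane fluorescence · Measure – percent inhibition from loss of millipolarization · Controls – unlabelled peptide for full inhibition, DMSO wells as neutral · Probe or stimulus – TMR-labelled reporter peptide T*-PRC34 bound in PDZ groove · Times – 1 h at RT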
PvdQ acylase: P. aeruginosa PvdQ acylase inhibitors, primary screen, biochemical, fluorescence, plate reader and imaging, single point | PvdQ acylase [Pseudomonas aeruginosa LESB58] | purified PvdQ acylase | inhibition, % at 10 µM | hit rate 0.063% among 340,000 | AID 488965, 2010; in the data active means inhibition above about 30%, passing the limit was not always enough; inconclusive means no clear call, values can overlap the other calls;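 further: 0% = vehicle neutral wells and 100% = reference inhibitor wells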
* marks the source's active call; other numbers are inactive results; ? = inconclusive; nt = no result given. This is a random part of the collection (roughly 4.3% active in at least one column).

SMILES | CAL PDZ FP-1 | MITF TRPM1 HTS | Rtt109 Vps75 | SR-BI HDL uptake | SR-BI uptake up | PfHsp90 yeast 2 | dFosB act | NSD2 HMT inh | CAL PDZ FP-2 | PvdQ acylase
Cc1c(NC(=O)C(Sc2ccccc2)c2ccccc2)cccc1[N+](=O)[O-] (stereo unspecified) | -0.6 | 16.4 | 2.4 | 15.5 | -15.5 | -6.2 | 2.0 | -1.3 | -0.4 | -12.1
Cn1nc(C(=O)NC2CCCCC2)c2ccccc2c1=O | -0.5 | -2.0 | -2.2 | -8.7 | 8.7 | -9.1 | 4.8 | 23.0 | -0.5 | -18.1
COc1ccc(-c2nnn(CC(=O)N(CC(=O)NCCC(C)C)Cc3cccs3)n2)cc1OC | -0.9 | -0.2 | -2.1 | 26.5 | -26.5 | -9.5 | -10.3 | 0.4 | -1.1 | 5.8
Cc1ccccc1N1CCN(S(=O)(=O)c2ccc3oc(=O)ccc3c2)CC1 | 4.7 | -9.2 | 0.6 | -19.1 | 19.1 | -59.5 | -6.7 | -3.6 | nt | 5.1
Cc1ccc2nc(C)cc(N3CCOCC3)c2c1 | 0.2 | -10.4 | 1.5 | -3.1 | 3.1 | 8.2 | -3.4 | 0.0 | -0.2 | -18.5
O=C(O)CCCN(Cc1cccc(Br)c1)S(=O)(=O)c1ccc(Br)cc1 | nt | -3.4 | 0.5 | -5.9 | 5.9 | 2.2 | 2.8 | -1.2 | -0.5 | 11.4
COc1ccc(/C=C2\Oc3cc(OCC(=O)N4CCC[C@H]4C(=O)O)ccc3C2=O)c(OC)c1 | -1.8 | -11.1 | -86.0 | 2.3 | -2.3 | 2.0 | -0.9 | nt | -0.8 | -8.2
Cc1nn(CCc2n[nH]c(=S)n2-c2cccc(Cl)c2)c(C)c1[N+](=O)[O-] | -0.5 | 2.9 | 0.2 | -0.9 | 0.9 | -15.2 | -3.4 | 8.6 | nt | -9.6
NCCS(=O)(=O)NC1CCCCC1 | 3.5 | -9.9 | nt | -21.2 | 21.2 | -17.2 | -0.7 | 3.6 | -1.2 | 6.7
CN1CCN(CC#CC2(O)CCCCC2)CC1 | 6.1 | -14.7 | -0.8 | -9.5 | 9.5 | 5.9 | 2.1 | 7.7 | -0.2 | 7.8
COc1ccc2c(c1OC)C(=O)N1C2SC(C)(C)[C@H]1C(=O)NCC(C)C (stereo partly specified) | -3.4 | 3.3 | -1.4 | 11.6 | -11.6 | 15.1 | -3.2 | 0.3 | -0.8 | 7.3
O=C(CNC(=O)c1ccccc1F)NCCOc1ccccc1Cl | 4.6 | 6.2 | -4.3 | 6.1 | -6.1 | -3.2 | 5.8 | -2.4 | -0.7 | -2.8
Cc1cc(C)c2c(CC(=O)O)c(C)[nH]c2c1 | 3.3 | -7.3 | -6.8 | -5.5 | 5.5 | -24.0 | 2.4 | -1.1 | -0.1 | 8.0
CC(C)C(c1nnnn1CCc1ccccc1)N1CCOCC1 (stereo unspecified) | 5.9 | 2.5 | -6.8 | -12.1 | 12.1 | -15.5 | -3.8 | 1.0 | 0.4 | -13.3
COc1ccc(NC(=S)N2CCC(C(=O)c3ccc(OC)cc3)CC2)cc1 | nt | 5.7 | -2.6 | 50.9 | -50.9 | 5.9 | -19.0 | 1.3 | 0.4 | -8.4
COc1ccc(/C=N/NC(=O)c2ccccc2OCc2ccccc2)c(OC)c1 | 29.1 | 1.3 | -5.4 | ? | -78.9 | 4.6 | -0.5 | -4.1 | -2.1 | -11.5
Cc1ccccc1NC(=S)NCc1ccc2[nH]c3c(c2c1)CCCC3 | nt | nt | -0.9 | 43.4 | -40.9 | -30.3 | -3.8 | nt | -1.1 | -2.6
COc1cccc(/C=N/N2CCN(C)CC2)c1 | 0.4 | -1.3 | 5.2 | -8.3 | 8.3 | 10.1 | 3.2 | -2.0 | -1.9 | -2.6
COc1ccc(C(=O)OC2CCN(c3ncc(C(F)(F)F)cc3Cl)CC2)cc1 | -0.4 | nt | -1.5 | nt | nt | 5.4 | 2.5 | -0.8 | -2.5 | -12.2
c1cc(C2CCN(Cc3nc(-c4ccc5c(c4)OCO5)no3)CC2)ccn1 | 6.5 | -2.8 | -4.5 | nt | nt | -9.2 | -9.4 | 24.6 | -1.0 | -11.0
COc1ccc(C(=O)c2ccc(N3CCOCC3)cc2)c(OC)c1 | 2.6 | 13.2 | 6.3 | 27.7 | -27.7 | -1.7 | -8.6 | -1.6 | -1.0 | 6.2
O=C(Nc1ccncc1)c1c(F)c(F)c(F)c(F)c1F | nt | -6.5 | -4.6 | 14.3 | -14.3 | -8.3 | 0.8 | 23.4 | -0.5 | -2.7
CC(=O)N(Cc1ccccc1C)c1cccc(C)c1C | -2.3 | 0.6 | -8.6 | -20.6 | 20.6 | 1.8 | 0.3 | -8.3 | -0.2 | -9.9
COC(=O)c1ccc(C2Nc3ccccc3NC3=C2C(=O)CC(C)(C)C3)cc1 (stereo unspecified) | -50.4 | nt | 2.5 | -4.8 | 4.8 | 1.6 | -3.3 | -0.4 | -1.3 | -9.3
O=C(CNC(=O)c1ccccc1)N=Nc1c(O)[nH]c2ccc(Br)cc12 | 14.2 | -6.3 | 0.0 | -16.7 | 16.7 | -16.5 | 45.8* | 11.6 | -2.0 | -9.0
CCOc1ccccc1NC(=O)CSc1nnc(CNC(=O)c2c(F)cccc2Cl)o1 | 9.9 | 2.1 | -1.3 | 47.8 | -47.8 | 10.8 | -11.1 | -2.7 | -1.4 | -9.0
CN(Cc1ccccc1Cl)C(=O)c1cnccc1C(F)(F)F | nt | -11.4 | 15.2 | 8.0 | -8.0 | 9.9 | 5.1 | 43.7 | -0.2 | 8.8
Cc1cc(C(=O)Nc2cccnc2)on1 | nt | nt | -13.2 | 7.6 | -7.6 | -16.2 | -12.9 | nt | -0.5 | -6.5
O=C(N/C(=C\c1cccnc1)C(=O)N1CCOCC1)c1cccc(Br)c1 | -0.3 | nt | 0.4 | -0.7 | 0.7 | nt | 0.8 | -1.1 | 0.2 | -13.2
Cc1cccc(NC(=S)NCCN(C2CCCCC2)C2CCCC2)c1 | 4.7 | 22.8 | 7.9 | nt | nt | -22.0 | -7.0 | 2.7 | -1.0 | -11.2
N#CC(c1ccccc1)C1CCN(Cc2ccccc2)CC1 (stereo unspecified) | -3.7 | 20.0 | -5.6 | -1.4 | 1.4 | -9.8 | -0.9 | 2.2 | 0.3 | 3.0
CCCc1cc(=O)n2[nH]c(NCc3ccc(Cl)cc3Cl)nc2n1 | -3.6 | nt | -2.7 | -17.5 | 17.5 | nt | -2.3 | nt | -0.6 | -8.9
Cc1[nH]n(C(N)=S)c(=O)c1N=Nc1ccc2ccccc2c1 | -3.0 | 36.7 | -2.1 | 4.5 | -4.5 | -13.8 | -16.1 | 12.9 | 1.3 | 9.7
CC(=O)C1=C(O)C(=O)N(Cc2ccccc2)C1c1ccc([N+](=O)[O-])cc1 (stereo unspecified) | -0.8 | 23.0 | -10.9 | -42.3 | 42.3 | 11.8 | -8.8 | 1.7 | -2.3 | 3.9
Cc1ccc(S(=O)(=O)N2CCCC2)s1 | 3.1 | 7.0 | 0.1 | -19.5 | 19.5 | -13.0 | -4.3 | 0.0 | -1.8 | -4.2
O=C(Nc1cc(S(=O)(=O)N2CCCCC2)ccc1O)c1ccccc1NS(=O)(=O)c1ccc(F)c(F)c1 | -0.9 | 7.4 | 1.4 | -1.9 | 1.9 | 33.5 | -0.1 | 3.0 | 0.0 | -7.6
Cc1cccc(C)c1NC(=S)N/N=C/c1c(Cl)cccc1Cl | 33.0* | -5.5 | nt | 4.0 | -4.0 | -17.7 | 12.7 | -1.0 | -1.6 | -12.2
Cc1ccc(NC(=O)CSc2ncccc2C(=O)Oc2cccc([N+](=O)[O-])c2)cc1Cl | -4.2 | 30.2 | -14.1 | -23.7 | 23.7 | 6.0 | 6.0 | -0.4 | -0.8 | -8.0
O=C(N/N=C/C=C\c1ccccc1[N+](=O)[O-])c1ccncc1 | -0.8 | -11.1 | 3.2 | 8.7 | -8.7 | 15.0 | -3.1 | 3.3 | -2.5 | -0.3
CC(=O)c1cccc(NC(=O)C(C)OC(=O)/C=C/c2cccs2)c1 (stereo unspecified) | 0.0 | -5.6 | -1.5 | 16.4 | -16.4 | 14.3 | -4.9 | -2.7 | -1.7 | -13.8
COc1cc(C(=O)N2c3ccccc3CCC2C)cc(OC)c1OC (stereo unspecified) | 2.1 | -20.4 | -0.2 | 9.1 | -9.1 | -0.2 | -7.3 | -1.2 | -1.7 | -8.3
CN(C)S(=O)(=O)c1cccc(NC(=O)COc2cccc(C#N)c2)c1 | nt | 9.6 | 10.4 | 19.0 | -19.0 | 13.7 | -1.7 | -1.9 | 0.0 | -9.0
CCOC(=O)C1CCN(CC(O)COc2ccc(C(=O)CC)cc2)CC1 (stereo unspecified) | nt | -5.7 | -5.5 | -32.4 | 32.4 | nt | -0.9 | 0.2 | 1.0 | -15.2
Cc1cccc(OCC(=O)N2CCN(C(=O)c3ccc([N+](=O)[O-])cc3)CC2)c1 | -1.8 | -4.9 | -7.3 | 7.4 | -7.4 | nt | -4.2 | -2.0 | -1.7 | -13.5
CS(=O)(=O)N1CCN(C2C3CC4CC(C3)CC2C4)CC1 (stereo unspecified) | 1.8 | -5.8 | -2.8 | -16.9 | 16.9 | -11.4 | 2.8 | 6.2 | 0.2 | -6.0
Cc1ccc(-n2[nH]c(C)c(C=Nc3cc(C)ccn3)c2=O)cc1 | -3.2 | 2.0 | -1.6 | 3.1 | -3.1 | 52.3 | -3.3 | -0.6 | -0.6 | -4.5
